Source: PubChem BioAssay
KB-3-1 tox: KB-3-1 parental cell cytotoxicity; Potency, µM (top dose mostly 46.1 µM), without a hit: top-dose activity change, negative = cytotoxic, most hits filed as cytotoxic; 1.4% of 400,000 active; KB-3-1 viability, CellTiter-Glo ATP luminescence, 72 h; also: potency is read from the fitted curve at half-maximal effect; % is scaled to controls: 0 for no effect and ±100 for the full control effect; nearly all actives have a fitted effect of over 60% in size
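Multi-concentration cytotoxicity screen in KB-3-1 cells grown in DMEM lacking phenol red with 10% FBS. After 72 h at 37 °C with compound, ATP-dependent luminescence was recorded.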
ATXN2 expr inh: inhibitors of ATXN2 expression; Potency, µM (doses to about 57 µM), inactives show at the highest dose activity change, negative = inhibition, hits mostly inhibitors; 0.72% of 360,000 active; HEK-293 ATXN2-luciferase reporter, luminescence, 24 h; also: potency is read from the fitted curve at half-maximal effect; % is scaled to controls: 0 for no effect and ±100 for the full control effect; nearly all actives have a fitted effect of over 55% in size
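qHTS (up to 57 uM final) was run with 24 h compound exposure of reporter cells at 37 °C. Each well was multiplexed: SteadyGlo luminescence measured ATXN2-luciferase expression after a fluorogenic Gly-Phe-AFC viability readout (25 uM final).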
MCF10A rereplic: induces DNA re-replication in MCF 10a normal breast cells; MCF 10A DNA re-replication, Hoechst nuclear intensity, 48 h; Potency, µM (highest dose often 46.1 µM), for inactives: at the highest dose activity, positive = re-replication, usual class: activators; 2.9% of 350,000 active; also: potency is read from the fitted curve at half-maximal effect; % of control where 0% means no effect; nearly all actives have a fitted effect of over 50% in size
HT1080 IDH1KD tx: kills HT-1080 cells with IDH1 knockdown; HT-1080 IDH1 knockdown viability, ATP luminescence, 48 h; Potency, µM (titrated, usually from 46.1 µM), for inactives: at the highest dose activity, negative = toxicity, usual class: cytotoxic; 2% of 360,000 active; AID 686971;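 also: potency is read from the fitted curve at half-maximal effect; 0% = DMSO wells and -100% = cell-free medium wells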
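IDH1KD HT-1080 cells, 750/well, RPMI + 5% FBS; compound pinned after 2 h settling; 48 h, 37 °C; CellTiter-Glo luminescence; % activity normalised to DMSO and no-cell wells; curves fitted, classed by r2 and efficacy.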
SW480 rerep: induces DNA re-replication in SW480 colon adenocarcinoma cells. Potency, µM (highest dose often 46.1 µM), inactives show at the top dose re-replication activation, most hits filed as activators. SW480 DNA re-replication, Hoechst DNA content imaging, 48 h. 1.8% of 340,000 active; also: potency is read from the fitted curve at half-maximal effect; % of control where 0% means no effect; nearly all actives have a fitted effect of over 55% in size
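Readout is total intensity of Hoechst-stained nuclei, excited at 405 nm and collected at 500-530 nm. Compound treatment lasted 48 hr at 37 C in 5% CO2 before staining.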
IL-1B inflam inh: inflammasome signaling inhibition, IL-1 beta readout; THP-1 LPS/ATP IL-1B secretion, AlphaLISA, 16 h; hits give low values; activity change, % at 57.5 µM; 4.7% of 360,000 active; AID 743279; in the data active = activity change below about -50%; inconclusive = mostly about -30% to -49%; also: % is scaled to controls: 0 for no effect and ±100 for the full control effect
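THP-1 cells pretreated 1 hr with compounds (up to 57.5 uM final), then stimulated with LPS (250 ng/mL final) plus ATP (1.25 mM final); secreted IL-1B measured by AlphaLISA after 16 hr, decreased signal indicating inhibition.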
HepG2 viability: kills HepG2 cells in TGF-b inhibitor counter-screen; HepG2 CAGA-GFP viability, ATP luminescence, 18 h; Potency, µM (series often up to 46.1 µM), without a hit: at the top dose activity change, negative = cytotoxicity, hits mostly cytotoxic; 0.76% of 410,000 active; AID 588856; also: potency is read from the fitted curve at half-maximal effect; some results filed as inactive show a strong effect at the top dose
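CellTiter-Glo luminescence gave cytotoxicity after 18 hours at 37 degrees C. The cells were HepG2 CAGA-GFP in 1% FBS DMEM, stimulated with 500 pg/mL TGF-beta after compound addition. %Activity was normalised to no-cell wells (complete cell-killing) and DMSO (no toxicity), and curves were fitted and classified.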
HT1080NT lethal: kills 2HG-producing HT-1080-NT fibrosarcoma cells; 1.6% of 360,000 active; HT-1080-NT fibrosarcoma viability, CellTiter-Glo ATP luminescence, 48 h; Potency, µM (titrated, usually from 46.1 µM), for inactives: at the top dose activity, negative = less viability, usual class: cytotoxic; AID 686970;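 also: NT is the 2HG producing partner of a matched IDH1 knockdown line; potency is read from the fitted curve at half-maximal effect; 0% = DMSO-treated cells and -100% = media-only wells without cells; nearly all actives have a fitted effect of over 55% in size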
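HT-1080-NT fibrosarcoma cells (2HG-overproducing), 750 cells/well in RPMI with 5% FBS, dosed after 2 h and incubated 48 h at 37C. CellTiter-Glo luminescence normalized to DMSO and no-cell wells; concentration-response curves fitted and classed.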
ATXN viability: reduces viability in counter-screen for ATXN expression inhibitors; S2 cells (HEK-293 line with an ATXN2-luciferase reporter) viability, CellTiter-Fluor protease fluorescence, 24 h; Potency, µM (series often up to 56.7 µM), actives largely listed as cytotoxic; 0.49% of 400,000 active; also: potency is read from the fitted curve at half-maximal effect; nearly all actives have a fitted effect of over 40% in size
The depositor's hits bear a star; i = inactive; ? = inconclusive; . = not tested or not shown; & = joins results of further samples; [ ] = another dose, or the depositor's remark. Unless noted, calls follow the shape of the dose curve; as a rule, active = well fitted curve in the direction sought with a large enough effect; inconclusive = small, poorly fitted or top-dose-only effect, or another doubt; inactive = no such curve, though single readings can be large; an effect the other way counts as inactive or inconclusive.

1	Cn1cccc1CNC1CCCC1
2	COc1cccc(C(=O)OCC(=O)Nc2cc(C)on2)c1OC
3	COc1cccc(CN2CCN(S(=O)(=O)c3ccccc3)CC2)c1OC
4	COc1ccc(-c2csc(Nc3ccccc3)[n+]2CC(O)c2ccc([N+](=O)[O-])cc2)cc1 (configuration not stated)
5	O=C1c2ccccc2C(=O)c2c(NCc3cccnc3)cccc21
6	COc1ccc(NC(=O)Nc2ccc3c(c2)N(C)C(=O)CS3)cc1Cl
7	CC(C)CN(C(=O)CCNC(=O)c1ccc(Cl)cc1)c1c(N)n(CC(C)C)c(=O)[nH]c1=O
8	Cn1cc(/C=C2\SC(=O)N(c3ccc(O)cc3)C2=O)c2ccccc21
9	Cn1c(SCC(=O)NC2CCCC2)nnc1-c1ccccn1
10	COc1ccc(OCCC(=O)OCC(=O)Nc2cccc(S(=O)(=O)N3CCCCC3)c2)cc1
assay / compound	1	2	3	4	5	6	7	8	9	10
KB-3-1 tox	2%	-26%	0%	?	-1%	?	16%	?	-2%	0%
ATXN2 expr inh	2%	-14%	-5%	8%	9%	1%	-13%	5%	1%	-16%
MCF10A rereplic	-2%	-2%	-5%	0%	12%	13%	-5%	?	-8%	?
HT1080 IDH1KD tx	4%	-10%	3%	-15%	16%	-11%	8%	?	-1%	?
SW480 rerep	-7%	2%	-6%	-7%	2%	10%	-4%	-1%	-3%	?
IL-1B inflam inh	21	7	0	-6	-12	.	-16	?	29	-96*
HepG2 viability	6%	-67%	-16%	-5%	-21%	-14%	4%	-31%	-6%	-1%
HT1080NT lethal	11%	-7%	2%	-3%	20%	-3%	6%	?	-1%	-11%
ATXN viability	i	i	i	i	i	i	i	?	i	?

Printed as active in IL-1B inflam inh (from the list above):
| entry | mol | SW480 rerep | IL-1B inflam inh |
| --- | --- | --- | --- |
| 10 | COc1ccc(OCCC(=O)OCC(=O)Nc2cccc(S(=O)(=O)N3CCCCC3)c2)cc1 | ? | -96* |

The list goes on:
11	CC1(C)CC2CC(C)(CN2C(=O)c2cc(-c3ccc(F)cc3)on2)C1 (configuration not stated)
12	CCOc1cc(S(=O)(=O)N2CCCC2)ccc1Cl
13	c1ccc(C2=NC(c3ccccc3)N=C(c3ccccc3)N2)cc1
14	CCCCN(C(=O)c1ccc2c(c1)OCO2)c1ccccc1
15	CCOc1ccc(NC(=O)C2CCN(C(=O)NC3CCCCC3)CC2)cc1
16	CCC(C(=O)NC1CCCC1)N(C(=O)Cn1nnc(-c2ccc(OC)c(OC)c2)n1)C1CCCCC1 (configuration not stated)
17	Cn1c(=O)c([N+](=O)[O-])c(N2CCSCC2)c2ccccc21
18	O=C(CN1CC[n+]2c(-c3cccs3)csc21)c1ccc(-c2ccccc2)cc1
19	Cc1ccc(C(=O)c2ccccc2C(=O)OCC(=O)Nc2ccc(SC(F)F)cc2)cc1
20	Cc1ccc(C)c(-n2sc3ccc(F)cc3c2=O)c1
assay / compound	11	12	13	14	15	16	17	18	19	20
KB-3-1 tox	0%	5%	-6%	-20%	8%	-11%	-4%	?	-2%	0%
ATXN2 expr inh	5%	-4%	-14%	-23%	13%	-5%	-18%	-13%	-19%	?
MCF10A rereplic	?	1µM*	14%	6%	9%	3%	0%	?	?	?
HT1080 IDH1KD tx	10%	-2%	-8%	0%	0%	-5%	-10%	?	?	?
SW480 rerep	20%	0.73µM*	-1%	-41%[inhibitor]	2%	1%	-12%	-2%	22%	18µM*
IL-1B inflam inh	18	-11	2	21	-5	?	-22	-89*	-26	-106*
HepG2 viability	2%	-4%	-3%	8%	1%	-2%	-18%	-22%	-8%	-53%
HT1080NT lethal	16%	2%	-2%	-6%	0%	8%[9.24 µM]	-10%	?	-16%	21µM*
ATXN viability	i	i	i	i	i	?	i	i	?	?

Four compounds already listed, sorted by their value in IL-1B inflam inh, lowest first:
# | Compound | IL-1B inflam inh
10 | COc1ccc(OCCC(=O)OCC(=O)Nc2cccc(S(=O)(=O)N3CCCCC3)c2)cc1 | -96*
17 | Cn1c(=O)c([N+](=O)[O-])c(N2CCSCC2)c2ccccc21 | -22
7 | CC(C)CN(C(=O)CCNC(=O)c1ccc(Cl)cc1)c1c(N)n(CC(C)C)c(=O)[nH]c1=O | -16
4 | COc1ccc(-c2csc(Nc3ccccc3)[n+]2CC(O)c2ccc([N+](=O)[O-])cc2)cc1 (configuration not stated) | -6

Continued:
21	COc1nc(-c2ccccc2)ccc1-c1noc(-c2ccccc2F)n1
22	O=C(/C=C/c1ccc(Br)o1)OCc1ccccc1
23	COc1ccc(C2/C=C\CN(S(=O)(=O)c3ccc4ccccc4c3)CC(=O)N2Cc2ccc(F)cc2)cc1 (configuration not stated)
24	CCOC(=O)C(C)Sc1nc2c(cnn2-c2ccc(C)cc2)c(=O)[nH]1 (configuration not stated)
25	CC(OC(=O)CNC(=O)c1ccccc1F)C(=O)Nc1nc(-c2ccccc2)cs1 (configuration not stated)
26	COc1ccc(/C=N\NC(=O)c2ccccc2[N+](=O)[O-])cc1COc1c(F)c(F)c(F)c(F)c1F
27	Cc1ccc([C@@H]2CC=C(C(=O)O)[C@H](c3ccccc3)N2S(=O)(=O)c2ccccc2C)cc1
28	COc1ccc(N(CC(=O)N2CCCCCC2)S(C)(=O)=O)cc1Cl
29	COc1cccc(NC(=O)C(=O)NCCC2CCCCN2S(=O)(=O)c2ccccc2)c1 (configuration not stated)
30	N#C/C(=C1/CCCCCN1)c1nc2ccccc2s1
assay / compound	21	22	23	24	25	26	27	28	29	30
KB-3-1 tox	10%	7%	0%	?	12%	17%	0%	-4%	-29%	-11%
ATXN2 expr inh	20%	3%	10%	-14%	86%[activator]	0%	2%	-14%	57%[activator]	24%
MCF10A rereplic	3%	?	28%	?	6%	?	-39%[inhibitor]	-3%	9%	-5%
HT1080 IDH1KD tx	29%	8%	3%	?	12%	2%	-9%	10%	-6%	-2%[9.24 µM]
SW480 rerep	-2%	-2%	?	0%[9.22 µM]	29%	3%	0%	6%	1%	-2%
IL-1B inflam inh	-12	-7	32	127	17	i	34	-8	?	-19
HepG2 viability	-4%	-2%	-18%&2%	-5%	-1%	-4%	-2%	-1%	-9%	-25%
HT1080NT lethal	?	18%	5%	?	13%	4%	-7%	8%	1%	-16%
ATXN viability	i	?	i	i	i	i	i	i	i	i

31	CSc1nnc2c(n1)OC(c1cccn1C)N(C(C)=O)c1ccccc1-2 (configuration not stated)
32	N/C(Cc1ccc([N+](=O)[O-])cc1)=N\OC(=O)COc1ccc2ccccc2c1
33	COCCc1nnc(NC(=O)C(C)C)s1
34	Brc1ccc(N/N=C(/N=Nc2nn[nH]n2)c2ccccc2)cc1
35	O=C1C2C(C(=O)N1c1ccncc1)C1C=CC2C12CC2 (configuration not stated)
36	Cc1cc(=O)n2[nH]c(SCc3ccccc3Cl)nc2n1
37	O=C(CCc1ccccc1)Nc1nnc(-c2cccs2)o1
38	O=C(NNc1nc2c(F)cc(F)cc2s1)C1=COCCO1
39	Cc1nc(-c2ccc(S(=O)(=O)Nc3ccccc3C)cc2)co1
40	C=CCN1C(=O)C2C(C(=O)NC3CCCC3)C3(C)C=CC2(O3)C1C(=O)NC1CCCC1 (configuration not stated)
assay / compound	31	32	33	34	35	36	37	38	39	40
KB-3-1 tox	1%	0%	22%	-2%	1%	1%	14%	16%	-6%	-10%
ATXN2 expr inh	4%	-13%	-2%	.	3%	-6%	-2%	3%	0%	-1%
MCF10A rereplic	3%	-6%	-19%	0%	-3%	?	-6%	1%	13%	0%
HT1080 IDH1KD tx	-2%	3%	11%	2.9µM*	7%	-11%	0%	2%	?	2%
SW480 rerep	2%	-10%	-51%[inhibitor]	?	-3%	1%	-3%	-1%	0%	-12%
IL-1B inflam inh	9	-60*	.	106	25	32	1	23	0	-15
HepG2 viability	-43%	-3%	1%	4%	-11%	-24%	-2%	6%	-3%	17%
HT1080NT lethal	-2%	-6%	9%	?	13%	0%	4%	3%	0%	-3%
ATXN viability	i	i	i	.	i	i	i	i	i	i

41	Oc1ccc2nnc3c(Br)cnn3c2c1
42	Cc1cc(C)cc(NC(=O)N2CCC(C(N)=O)(N3CCCCC3)CC2)c1
43	COc1ccc(NC(=O)c2cccnc2N2CCCCC2)cc1
44	CCn1cc(/C=C(\NC(=O)c2ccccc2Cl)C(=O)NCCN2CCOCC2)c2ccccc21
45	O=C(CN(C(=O)CNC(=O)c1ccco1)c1ccc2c(c1)OCO2)NC1CCCCC1
46	O=C(NC1CCCCC1)C(c1ccccc1F)N(Cc1ccco1)C(=O)c1ccccn1 (configuration not stated)
47	O=C(Cn1cnc2c(nnn2-c2ccc(F)cc2)c1=O)N1CCCC1
48	O=C(N[C@H]1C/C=C\C[C@@H](CC(=O)N(CCO)Cc2ccccc2)C(=O)N2CCC[C@H]2COC1=O)OCC1c2ccccc2-c2ccccc21
assay / compound	41	42	43	44	45	46	47	48
KB-3-1 tox	-3%	-1%	-24%	13%	-2%	16%	2%	0%
ATXN2 expr inh	.	10%	-4%	?	-14%	-3%	-8%	0%
MCF10A rereplic	6%	.	5%	4%	-6%	1%	-2%	0%
HT1080 IDH1KD tx	-4%	.	3%	3%	8%	-2%	-6%	3%
SW480 rerep	-8%	.	-3%	-21%	1%	-14%	-7%	?
IL-1B inflam inh	-20	.	4	?	4	-10	11	33
HepG2 viability	-1%	-16%	-3%	-18%	1%	-12%	-14%	13%
HT1080NT lethal	3%	.	1%	5%	0%	5%	9%	9%
ATXN viability	.	i	i	?	i	?	i	i
